# HER2 expr 66K – inhibitors of Her2 protein expression, primary screen, SKBR-3 cells, AlphaScreen, 66K library | SKBR-3 HER2 protein level, 18-24 h; active compounds read low | HER2 level % of control, % at 10 µM | hit rate 0.69% among 65,000;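 active = HER2 level under 5% of the carrier-only control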;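 note: 100% = DMSO carrier and 0% = 500 nM PU-H71 HSP90 inhibitor; lower value means stronger loss of Her2 protein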
# Target sequence (P04626 whole entry, looked up): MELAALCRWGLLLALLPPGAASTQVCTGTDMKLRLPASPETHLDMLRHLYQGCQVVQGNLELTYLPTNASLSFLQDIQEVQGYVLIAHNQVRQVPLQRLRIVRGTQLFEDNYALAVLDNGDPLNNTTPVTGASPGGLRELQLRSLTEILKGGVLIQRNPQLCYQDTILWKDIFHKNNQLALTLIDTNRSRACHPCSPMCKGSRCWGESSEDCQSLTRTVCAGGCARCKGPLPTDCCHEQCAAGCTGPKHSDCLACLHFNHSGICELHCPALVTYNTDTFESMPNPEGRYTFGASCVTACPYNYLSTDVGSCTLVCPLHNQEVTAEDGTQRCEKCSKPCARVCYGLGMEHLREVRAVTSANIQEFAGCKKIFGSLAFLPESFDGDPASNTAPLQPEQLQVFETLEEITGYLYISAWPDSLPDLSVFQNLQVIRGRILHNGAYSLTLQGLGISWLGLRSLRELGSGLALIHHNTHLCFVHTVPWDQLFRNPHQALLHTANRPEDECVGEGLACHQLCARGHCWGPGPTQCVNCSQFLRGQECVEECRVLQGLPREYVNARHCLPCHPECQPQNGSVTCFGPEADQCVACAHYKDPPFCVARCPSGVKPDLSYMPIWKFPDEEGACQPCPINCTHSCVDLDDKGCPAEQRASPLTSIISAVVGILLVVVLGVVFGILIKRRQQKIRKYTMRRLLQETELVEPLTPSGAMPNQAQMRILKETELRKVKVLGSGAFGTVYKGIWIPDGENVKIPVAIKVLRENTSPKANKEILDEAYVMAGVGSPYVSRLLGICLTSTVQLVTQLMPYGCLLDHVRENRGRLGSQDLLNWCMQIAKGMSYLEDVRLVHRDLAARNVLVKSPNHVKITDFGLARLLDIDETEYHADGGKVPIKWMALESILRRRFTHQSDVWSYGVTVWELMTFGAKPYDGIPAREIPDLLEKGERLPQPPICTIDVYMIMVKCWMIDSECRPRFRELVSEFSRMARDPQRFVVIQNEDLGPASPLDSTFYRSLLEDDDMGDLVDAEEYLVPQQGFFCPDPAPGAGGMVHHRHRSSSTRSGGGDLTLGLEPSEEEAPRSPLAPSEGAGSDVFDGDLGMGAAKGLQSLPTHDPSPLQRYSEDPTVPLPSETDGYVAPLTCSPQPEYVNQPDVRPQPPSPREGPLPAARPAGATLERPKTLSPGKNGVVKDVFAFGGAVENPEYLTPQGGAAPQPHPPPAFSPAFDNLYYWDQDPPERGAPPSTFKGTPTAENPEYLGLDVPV
# ROCK2 inh – inhibitors of human ROCK2 kinase, primary screen, biochemical, high-throughput, luminescence. hit rate 0.35% among 60,000. AID 604, 2007. inhibition, % at 6 µM. purified ROCK2, Kinase-Glo ATP depletion luminescence;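 active = inhibition above the screen-wide mean inhibition plus 3 SD, cut at about 18% in these data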;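 note: plate controls were DMSO wells for no effect and Y-27632 control wells after no-enzyme background subtraction for full effect; many of its hits are not listed in these tables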
# CatL inh – inhibitors of human cathepsin L, biochemical | Procathepsin L (Homo sapiens), P07711 | purified cathepsin L, fluorogenic substrate, fluorescence | inhibition, %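 (tested at 10 µM)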 | hit rate 0.17% among 58,000; in the data active = inhibition above about 45%;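 note: 0% = enzyme with no compound and 100% = no enzyme blank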
# C1s block – complement C1s protease inhibitors, primary screen, biochemical, 10-compound mixtures; purified C1s, fluorogenic AMC substrate, pooled mixtures; hit rate 0.16% among 62,000; AID 538, 2006; mean inhibition % of two 10-compound mixtures (active compounds read high), % at 5 µM (by protocol);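 active = inhibition above 20% in each of the two 10-compound mixture wells holding the compound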;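 note: 0% = enzyme wells lacking compound mixture and 100% = no-enzyme blank wells; some compounds called inactive have numbers as strong as hits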
# CatS inh – inhibitors of human cathepsin S, biochemical, compound mixtures; P25774; recombinant cathepsin S, AMC dipeptide fluorescence, pooled mixtures; inhibition, %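 (tested at 5 µM per compound within 10-compound mixtures)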; hit rate 0.06% among 62,000; in the data active = inhibition above about 32%, passing the limit was not always enough;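 note: 0% = enzyme without compound and 100% = blank without enzyme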
# CatB inh – human cathepsin B inhibitors, primary screen, biochemical, fluorogenic substrate; P07858; purified cathepsin B, fluorescence; inhibition, %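 (tested at 10 µM)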; hit rate 0.1% among 63,000; in the data active = inhibition above about 21%;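 note: 0% = enzyme with no compound and 100% = no enzyme blank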
# CatB mix inh – cathepsin B inhibitors from pooled compounds, primary screen, biochemical, compound mixtures, AMC fluorescence; inhibition, %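 (ten-compound pools at 5 µM per compound and 50 µM total)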; P07858; hit rate 0.06% among 62,000; Purified cathepsin B, AMC dipeptide fluorescence; in the data active = inhibition above about 22%, passing the limit was not always enough;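 note: 0% = enzyme without compound and 100% = no enzyme blank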
# PKA inh – inhibitors of human PKA kinase activity, primary screen, biochemical, ATP-depletion luminescence, Kemptide substrate | PKA Kemptide phosphorylation, Kinase-Glo ATP luminescence | hit rate 0.1% among 65,000 | cAMP-dependent protein kinase catalytic subunit alpha (Homo sapiens), P17612 | inhibition, % at 6 µM;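 active = inhibition above the screen-wide mean inhibition plus 3 SD, cut at about 21% in these data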; note: many of its hits are not listed in these tables
# Cathepsin G inh – human cathepsin G inhibitors, primary screen, biochemical, pooled compound mixtures, AMC fluorescence; P08311; purified enzyme, AMC-tetrapeptide fluorescence; inhibition, % at 5 µM (by protocol); hit rate 0.2% among 62,000;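 active = inhibition above 20% in each of the two mixture wells holding the compound; inactive = inhibition of 20% or less in either well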;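 note: 0% = enzyme control without mixture and 100% = blank lacking enzyme; strong numbers were not always called active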
# * marks the source's active call; other numbers are inactive results; nt = not tested or not shown.
SMILES,HER2 expr 66K,ROCK2 inh,CatL inh,C1s block,CatS inh,CatB inh,CatB mix inh,PKA inh,Cathepsin G inh
COc1cc(C2C(C(C)=O)=C(O)C(=O)N2CCc2ccc(OC)c(OC)c2)ccc1O (stereo not given),104,-3,-10,9,-4,3,-1,0,6
CCOC(=O)Nc1ccccc1C(=O)N1CCOCC1,109,3,-12,12,-2,1,1,3,7
COc1ccc(C2CC(C(F)(F)F)n3nc(C(=O)Nc4ccc5c(c4)OCO5)cc3N2)cc1 (stereo not given),72,1,20,-43,9,8,6,-5,-7
Cc1ccc(CN(C)C(=O)C2CCCN2C(=O)c2cccs2)o1 (stereo not given),195,nt,13,17,5,3,3,-2,10
COc1cccc(OC)c1C(=O)Nc1nc2ccc(S(C)(=O)=O)cc2s1,98,-13,32,nt,nt,-2,nt,0,nt
Cc1nc(C)c(C(=O)Nc2ccccc2)s1,128,-4,11,-19,6,1,0,-10,-5
CC(C)CCn1c(SCCN2CCOCC2)nc2c1c(=O)[nH]c(=O)n2C,102,2,-4,3,-4,-2,7,1,4
CCOC(=O)Cn1nc(C)c(-c2ccccc2)c1N,164,nt,3,-1,12,12,0,6,10
COc1cc(C2=Nc3c(c(C)nn3-c3ccccc3)P(=O)(N3CCOCC3)O2)cc(OC)c1OC (stereo not given),103,nt,-3,-11,-18,-3,-2,-3,-4
CC(C)(NC(=O)N1CCCC1)c1cccc(C(C)(C)NC(=O)N2CCCC2)c1,95,2,-1,-13,-8,-1,-4,2,33
Cc1ccc(S(=O)(=O)c2c(C)nn(C(C)(C)C)c2OC(=O)c2cccs2)cc1,46,1,10,14,0,5,-3,-3,9
O=C(CSc1nnc(-c2ccc(Cl)cc2)n1Cc1ccco1)c1cccs1,134,3,12,2,56,1,50,6,7
CCOC(=O)NC(=O)CSc1nnnn1-c1ccccc1,95,9,-1,2,1,0,2,10,-1
COCCNC(=O)CC(NS(=O)(=O)c1ccc(NC(C)=O)cc1)C(C)C (stereo not given),100,3,2,-9,6,1,-8,2,11
CCOc1ccc2sc(NS(=O)(=O)c3ccc(OC)c(OC)c3)nc2c1,89,5,6,2,-3,-1,3,8,-3
CCOC(=O)CSc1nc2ccsc2c(=O)n1C1CCN(C(=O)OCC)CC1,140,nt,0,16,1,4,0,5,18
CCOc1cc(/C=N/n2cnnc2)ccc1OCC(=O)Nc1ccccc1OC,99,4,-14,3,-4,1,1,8,7
O=C(O)C1CCN(S(=O)(=O)c2ccc(Oc3ccccc3)cc2)CC1,96,0,21,0,24,0,12,-3,2
O=C(c1cccnc1NCc1ccc(F)cc1)N1CCOCC1,48,0,-1,4,-6,3,-1,4,-4
O=C(Nc1nc2ccc(Cl)cc2s1)c1ccc(Br)o1,54,6,-12,-4,-7,-1,0,4,6
CCOC(=O)c1nnn(-c2nc(OC)nc(N(C)C)n2)c1-c1ccccc1,104,4,-2,-30,-5,-8,4,10,2
COc1cccc(OC)c1C(=O)Nc1cccc(C(C)=O)c1,91,5,5,17,11,4,6,10,14
COCCn1nnnc1C(c1cccs1)N1CCN(c2cc(C)ccc2C)CC1 (stereo not given),117,4,-4,17,-7,1,2,7,12
Cc1ccc2[nH]c(=O)c(CNC(C)C)cc2c1,231,5,-15,4,-5,-2,8,3,3
CCNC(=O)C1CN(S(=O)(=O)c2ccccc2)CCN1S(=O)(=O)c1ccccc1 (stereo not given),106,6,6,14,5,4,5,10,12
N#Cc1nc(N2CCCC2)nc(N2CCCC2)n1,53,1,15,-5,20,1,6,8,7
COC(=O)N(C)c1nc2ccccc2s1,190,0,28,-7,-2,1,-2,-2,-11
CCOc1cccc(C=Nc2cc(C)cc(C)c2O)c1O,73,4,10,-2,7,nt,-1,1,5
O=C(O)CC(C(=O)N(c1ccccc1)c1ccccc1)N1CCOCC1 (stereo not given),103,8,10,nt,nt,1,nt,4,nt
O=C(O)Cn1c(-c2cscn2)nc2ccccc21,102,2,3,7,-3,-2,7,3,2
O=c1cc(CN2CCC3(CC2)OCCO3)c2c(ccc3ccccc32)o1,59,2,-38,4,3,-4,6,-3,1
Cn1c(=O)n(C)c2cc(S(=O)(=O)NCc3ccccc3)ccc21,58,6,3,-5,-3,1,1,6,6
COCCOC(=O)C1=C(C)Nc2nc(C)nn2C1c1ccc(F)cc1 (stereo not given),93,-3,-2,11,0,2,4,-1,9
CC(C(=O)NCCCN1CCOCC1)n1cccc1C(=O)c1ccccc1 (stereo not given),94,1,2,3,6,6,-7,-1,10
Cc1cc(C)n(C(=O)C2CCCN2S(=O)(=O)c2ccc(Cl)cc2)n1 (stereo not given),101,5,9,-63,-2,-3,-8,7,-7
CCOC(=O)C1CCN(c2c(NCCN3CCCCC3C)c(=O)c2=O)CC1 (stereo not given),98,3,7,12,2,4,0,4,7
Cc1ccnc(SCCn2c(N3CCN(C)CC3)nc3c2c(=O)[nH]c(=O)n3C)n1,128,-1,11,-34,-4,-1,0,6,-5
CC1(C)Cc2c(C#N)c(N)n(-c3ccccc3)c(=O)c2CO1,95,6,17,12,6,7,-1,8,7
CC1CCN(S(=O)(=O)c2cccc(C(N)=O)c2)CC1,102,8,4,-64,-8,-1,-2,9,3
CCOc1ccc(C2CC(=O)NC3=C2C(=O)CCC3)cc1 (stereo not given),92,1,20,15,16,9,2,12,0
COc1ccc(CNC(=O)c2cnn3c(C(F)F)cc(C)nc23)cc1OC,87,3,nt,-2,18,-2,5,1,-1
O=C(c1ccc(NC2=NC3CS(=O)(=O)CC3S2)cc1)N1CCN(C(=O)c2ccco2)CC1 (stereo not given),84,6,5,3,8,1,2,7,8
Cc1cc(C(=O)CN2C(=O)c3ccccc3C2=O)c(C)n1C1CC1,133,6,nt,6,-2,-2,2,5,6
C=CCNC(=O)C1CCN(S(=O)(=O)CC)CC1,79,4,1,-3,0,-6,6,7,1
O=C1NC2C(NC(=O)N2C2CCCCC2)N1C1CCCCC1 (stereo not given),89,6,-15,-29,-20,-4,2,11,-4
CN1C(=O)c2ccccc2Sc2ccc(NC(=O)N3CCCC3)cc21,85,0,4,-22,18,3,-2,-4,21
CN(C(=O)c1ccncc1)c1nnc(-c2cccnc2)s1,105,7,30,11,1,4,-1,5,9
CCOC(=O)C1=C(c2ccccc2)NC(SC)=C(C#N)C1c1ccco1 (stereo not given),75,2,3,-14,-7,-1,-1,-1,8
CC1(C)CC(=O)C(C=NCC2CCN(C(=O)Nc3ccccc3)CC2)=C(O)C1,114,0,nt,-23,4,0,6,0,1
COc1cc(C2Nc3cc(Cl)c(S(N)(=O)=O)cc3S(=O)(=O)N2)cc(OC)c1OC (stereo not given),68,4,4,-27,17,6,1,13,-8
O=C(OCC#CCSc1nnc(-c2ccccc2)o1)c1ccco1,100,-3,2,-7,19,-6,0,-2,3
O=C(C1CCCCC1)N1CCCC(c2nc3c(nnn3Cc3ccccc3)c(=O)[nH]2)C1 (stereo not given),86,3,9,15,4,3,5,6,13
c1ccc(-c2nnc(CSc3nncs3)o2)cc1,66,nt,6,11,9,3,8,-1,6
Cc1ccc2cc3cc(C(=O)N4CCCCC4C)oc3nc2c1 (stereo not given),70,-2,-1,-6,-6,0,5,0,5
CSc1cccc(NC(=O)COc2ccccc2)c1,87,13,15,-3,-1,0,-4,12,8
CC(=O)NS(=O)(=O)c1ccc(N)cc1,94,-11,9,12,12,nt,1,-10,12
CCCSc1ccc2nc(NC(=O)OC)[nH]c2c1,83,2,0,-4,12,6,2,-1,-9
COc1ccccc1NC(=O)Cc1noc(CN(C)Cc2cccs2)n1,73,5,-7,8,-3,2,3,1,9
CCOC(=O)N1CCN(C(=O)CSCc2nc(-c3ccccc3C)oc2C)CC1,-23*,1,-2,16,16,5,8,-2,16
O=C(NC1CCN(C(=O)Nc2cccc(F)c2)CC1)C1CCCCC1,100,5,10,18,13,2,8,11,11

# Other entries follow.
SMILES,HER2 expr 66K,ROCK2 inh,CatL inh,C1s block,CatS inh,CatB inh,CatB mix inh,PKA inh,Cathepsin G inh
CCCS(=O)(=O)N1CCN(Cc2ccco2)CC1,84,-4,0,1,-4,3,1,-10,5
C1CCc2c(nnc3c2-c2nonc2CC3)C1,133,4,9,-1,7,-2,-2,12,8
Cc1cc(C)c2nc(N3CCCC(C(=O)N4CCC(C(N)=O)CC4)C3)sc2c1 (stereo not given),65,1,2,0,-5,-9,1,1,-2
CCCCOc1ccc(CN(C)c2ncnc(N)n2)cc1,78,-3,-1,nt,nt,0,nt,3,nt
O=C(Nc1ccccc1C(=O)N1CCN(Cc2ccccc2)CC1)c1ccccn1,80,6,nt,0,-4,7,-1,11,8
COCCn1c(SCC(=O)N2CCCCC2)nc2cccnc21,89,6,17,-12,7,0,-2,5,8
CCC(=O)Nc1cccc(-n2nnnc2SCC(=O)NCc2ccco2)c1,92,10,3,6,0,-2,-4,10,13
COc1ccc(OC)c(NS(=O)(=O)c2ccc3c(c2)CCC(=O)N3)c1,86,-1,5,14,-1,4,-1,-2,12
O=C(COc1ccccc1)N1CCN(S(=O)(=O)c2cccs2)CC1,150,-4,20,-1,13,-3,1,-1,0
CCN(CC)C(c1ccc(F)cc1)c1nnnn1C1CCCCC1 (stereo not given),100,8,-15,6,-3,-5,4,2,2
Cc1ccccc1-n1c(SCC(=O)N2CCCC2)nnc1-c1ccccn1,77,1,-2,-5,5,1,0,9,-10
COc1cc(C(=O)Nc2cccc(-c3nc4cc(C)ccc4o3)c2)cc(OC)c1OC,60,1,7,-18,-9,1,-2,-5,-9
CCN(CC)CCOC(=O)c1ccc(NC(=O)COc2cc(=O)n(CC)c3ccccc23)cc1,103,3,4,-11,-7,2,3,-2,-40
CCCn1c(SCC(=O)N2CCc3ccccc3C2)nc2c1c(=O)n(C)c(=O)n2C,26,5,1,-6,19,6,3,7,-10
CC(CC#CCN1CCOCC1)OCCC#N (stereo not given),178,2,4,-79,-3,0,-2,7,-20
COCC(C)N=Cc1c(O)[nH]c2ccccc12 (stereo not given),76,1,14,-53,-4,2,-9,-9,-20
Clc1ccccc1C1=Nn2c(nnc2-c2ccncc2)SC1,37,7,19,12,0,0,0,15,9
c1csc(-c2ccc3ccccc3n2)c1,43,4,6,-2,7,-1,1,7,-2
COc1cc(-c2nc(-c3ccncc3)no2)cc(OC)c1OC,111,2,18,1,8,-1,1,-1,4
COc1ccc(OCC(O)CON2C(=O)c3ccccc3C2=O)cc1 (stereo not given),147,nt,6,10,2,0,6,9,9

# Single records, as listed above. Values in the order: HER2 expr 66K, ROCK2 inh, CatL inh, C1s block, CatS inh, CatB inh, CatB mix inh, PKA inh, Cathepsin G inh
# Record of `COCC(C)N=Cc1c(O)[nH]c2ccccc12` (stereo not given) = 76, 1, 14, -53, -4, 2, -9, -9, -20
# Record of `C1CCc2c(nnc3c2-c2nonc2CC3)C1` = 133, 4, 9, -1, 7, -2, -2, 12, 8
# Record of `COc1ccc(OC)c(NS(=O)(=O)c2ccc3c(c2)CCC(=O)N3)c1` = 86, -1, 5, 14, -1, 4, -1, -2, 12
# Record of `COc1cc(-c2nc(-c3ccncc3)no2)cc(OC)c1OC` = 111, 2, 18, 1, 8, -1, 1, -1, 4
# Record of `COc1cc(C(=O)Nc2cccc(-c3nc4cc(C)ccc4o3)c2)cc(OC)c1OC` = 60, 1, 7, -18, -9, 1, -2, -5, -9

# High-throughput results deposited in PubChem BioAssay by several laboratories.

# Not all compounds are listed. The share of hits here may be higher or lower than overall.
